Pol iota inh: blocks human DNA polymerase iota activity; Q9UNA4; Pol iota fluorescent replication assay, 10 min; Potency, µM (doses to about 115 µM), without a hit: at the highest dose activity, negative = inhibition, usual class: inhibitors; hit rate 1% among 390,000; note: potency is the fitted concentration of half-maximal effect
Target sequence (Q9UNA4 whole entry, looked up): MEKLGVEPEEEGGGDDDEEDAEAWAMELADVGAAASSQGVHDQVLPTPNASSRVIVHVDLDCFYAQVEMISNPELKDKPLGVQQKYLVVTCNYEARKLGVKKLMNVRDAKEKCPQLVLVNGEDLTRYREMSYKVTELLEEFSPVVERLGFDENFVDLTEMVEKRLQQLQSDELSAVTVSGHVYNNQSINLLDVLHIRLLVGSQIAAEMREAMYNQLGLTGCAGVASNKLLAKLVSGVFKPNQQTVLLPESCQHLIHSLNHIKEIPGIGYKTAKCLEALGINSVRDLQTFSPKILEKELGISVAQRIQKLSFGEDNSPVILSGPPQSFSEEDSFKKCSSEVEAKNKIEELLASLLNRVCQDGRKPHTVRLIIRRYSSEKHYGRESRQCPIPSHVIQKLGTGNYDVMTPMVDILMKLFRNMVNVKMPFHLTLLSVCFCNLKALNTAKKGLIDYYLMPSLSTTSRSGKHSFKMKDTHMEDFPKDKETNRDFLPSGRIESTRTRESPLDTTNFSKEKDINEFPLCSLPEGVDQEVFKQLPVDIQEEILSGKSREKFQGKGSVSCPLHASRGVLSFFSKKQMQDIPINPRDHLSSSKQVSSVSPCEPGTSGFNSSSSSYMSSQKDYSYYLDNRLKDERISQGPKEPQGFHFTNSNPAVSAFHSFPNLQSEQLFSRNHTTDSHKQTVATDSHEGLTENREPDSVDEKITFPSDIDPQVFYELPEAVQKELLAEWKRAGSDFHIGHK
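Fluorescent replication assay read twice, at 0 min and 10 min after adding 50 nM (final) substrate. Enzyme (10 nM) and compounds were first incubated 15 min at room temperature; enzyme-free buffer wells were negative controls.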
POLK inh: DNA polymerase kappa (human) inhibition; AID 588579; purified Pol kappa, fluorescent DNA synthesis assay, 10 min; Potency, µM (titrated, usually from 107 µM), without a hit: top-dose activity, negative = inhibition, hits mostly inhibitors; hit rate 0.53% among 400,000; note: potency is the fitted concentration of half-maximal effect; % is set by controls: 0 for no effect and ±100 for the full control effect
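First, compounds were pin-transferred onto 10 nM Pol kappa. After 15 min at room temperature, substrate was added to 50 nM final. Fluorescence was then measured kinetically at 0 and 10 min.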
Anesthetic bind: candidate novel general anesthetic via apoferritin binding. hit rate 0.074% among 350,000. apoferritin/1-aminoanthracene competitive binding, fluorescence. P02791. Potency, µM (highest dose often 77.5 µM), without a hit: at the top dose activity change, negative = displacement, most hits filed as inhibitors; note: potency is the fitted concentration of half-maximal effect; % is set by controls: 0 for no effect and ±100 for the full control effect; nearly all actives have a fitted effect of over 20% in size
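In PBS, apoferritin at 10 uM is loaded with 1-AMA from a 50% saturated solution. After 10 min of compound exposure at ambient temperature, reduced 535 nm fluorescence indicates probe displacement.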
POLH inh: DNA polymerase eta (human) inhibition; recombinant Pol eta, fluorescent DNA replication assay; hit rate 1.2% among 390,000; AID 588591; Potency, µM (doses to about 114 µM), for inactives: at the top dose activity change, negative = inhibition, hits mostly inhibitors; note: potency is the fitted concentration of half-maximal effect; % is set by controls: 0 for no effect and ±100 for the full control effect
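Pol eta at 10 nM preincubated with compounds 15 min at room temperature; reaction started with fluorescent substrate (50 nM final) and read kinetically at 0 and 10 min.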
BLM inh: inhibitors of human Bloom syndrome helicase BLM; AID 2528; hit rate 0.2% among 350,000; Potency, µM (series often up to 56.1 µM), for the others: at the top dose activity change, negative = inhibition, actives largely listed as inhibitors; P54132; recombinant BLM DNA unwinding, fluorescence dequenching;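 note: potency is the fitted concentration of half-maximal effect; plate controls were vehicle for no effect and no enzyme for full effect; nearly all actives have a fitted effect of over 35% in size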
POLB inh: blocks human DNA polymerase beta activity; P06746; Pol beta primer extension/strand displacement, fluorescence kinetic; Potency, µM (highest dose often 114 µM), without a hit: at the highest dose activity change, negative = inhibition, most hits filed as inhibitors; hit rate 1.3% among 340,000; AID 485314; note: potency is the fitted concentration of half-maximal effect; % is set by controls: 0 for no effect and ±100 for the full control effect
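Enzyme-only controls used 10 nM Pol beta; buffer lacking enzyme served as negative control. Compound preincubated 15 min, then 50 nM substrate added; 0 and 10 min reads at room temperature.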
APE1 inh: inhibitors of human APE1 endonuclease. P27695. recombinant APE1, TAMRA/BHQ-2 abasic DNA cleavage fluorescence. Potency, µM (doses to about 65.8 µM), for inactives: at the highest dose activity change, negative = inhibition, usual class: inhibitors. hit rate 0.35% among 350,000. AID 2517;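 note: potency is the fitted concentration of half-maximal effect; plate controls were vehicle for no effect and reference inhibitor for full effect; nearly all actives have a fitted effect of over 55% in size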
Target sequence (P27695 whole entry, looked up): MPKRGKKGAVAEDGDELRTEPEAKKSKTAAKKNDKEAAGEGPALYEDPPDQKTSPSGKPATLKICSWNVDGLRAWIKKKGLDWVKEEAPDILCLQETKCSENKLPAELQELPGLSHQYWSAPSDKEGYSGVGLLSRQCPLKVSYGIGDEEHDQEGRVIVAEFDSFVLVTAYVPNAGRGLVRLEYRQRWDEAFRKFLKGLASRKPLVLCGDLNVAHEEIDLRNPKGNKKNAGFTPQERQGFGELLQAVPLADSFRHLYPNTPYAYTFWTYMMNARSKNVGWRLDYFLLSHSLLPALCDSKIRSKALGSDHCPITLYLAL
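Endonuclease cleavage of a quenched abasic-site DNA duplex (50 nM) by APE1 (0.75 nM) was tracked by TAMRA dequenching. Compounds were preincubated with enzyme 15 min at room temperature; data normalized to buffer-only and DMSO wells plus NSC13755 control.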
Glioma ERSR ind: inducers of ER stress response in human glioma cells; AID 602332; U87-MG GRP78 promoter luciferase reporter, 16 h; hit rate 0.02% among 420,000; Potency, µM, without a hit: top-dose activation, most hits filed as activators; note: potency is the fitted concentration of half-maximal effect; series mostly up to about 76 µM; % of control where 0% means no effect; nearly all actives have a fitted effect of over 35% in size
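Stably transfected U87-MG glioma cells carrying a GRP78-based luciferase sensor; 16 h compound incubation. Luminescence end-point read 10 min after Bright-Glo addition at room temperature.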
LDHA inh: blocks human lactate dehydrogenase A. P00338. purified LDHA, NADH/diaphorase-resazurin fluorescence; stronger effect = lower value. activity change, % (values are at about 110 or 230 µM). hit rate 0.15% among 480,000. AID 1347041; in the data active = activity change below about -30%; inconclusive = mostly about -25% to -30%;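 note: plate controls were DMSO wells for no effect and wells without enzyme for full effect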
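Resorufin fluorescence (ex540/em590), read at 0 and 20 min after diaphorase/resazurin addition, reports the NADH left after a 5 min room-temperature reaction of 2 nM human LDH5 with 0.06 mM NADH and 0.2 mM pyruvate.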
Active calls of the source: *; ? = inconclusive; . = not tested or not shown; [ ] = dose if it differs, or a comment. Unless noted, calls come from the whole dose curve; as a rule, active = well fitted curve in the direction sought with a large enough effect; inconclusive = small, poorly fitted or top-dose-only effect, or another doubt; inactive = no such curve, though single readings can be large; an effect the other way counts as inactive or inconclusive. Some of the compounds tested (hit frequency here may not be typical).

SMILES	Pol iota inh	POLK inh	Anesthetic bind	POLH inh	BLM inh	POLB inh	APE1 inh	Glioma ERSR ind	LDHA inh
COc1ccc(CCNS(=O)(=O)c2cccs2)cc1	11.4%	-7.5%	-8.7%	-3.1%	-3.7%	0.4%	-1.4%	4.6%	0.1
NC(=O)c1ccc(NC(=O)COC(=O)c2ccc(Cl)nc2)cc1	-10.4%	-12.6%	.	-1.0%	.	.	-5.0%	-1.2%	-14.9
Cc1ccc(S(=O)(=O)CCC(=O)NCc2ccccc2)cc1	182.0%[activator]	-1.5%	-11.1%	-17.6%	1.3%	13.2%	7.3%	-2.3%	-8.8
CCOc1ccccc1NC(=O)COC(=O)c1cccc(-c2ccc(OC(C)=O)cc2)c1	?	2.4%	-13.9%	-18.3%	-6.4%	-1.3%	4.0%	-4.8%	1.1
O=C(CC1C(=O)NCCN1C(=O)c1ccc(F)cc1)OCc1ccccc1 (stereo not given)	11.6%	-1.9%	1.3%	-15.6%	0.1%	2.3%	-3.8%	2.3%	-2.6
CCC(c1nnc(SCC(=O)Nc2cc(C)on2)o1)N(C)C (stereo not given)	6.8%	4.7%	.	?	.	.	8.7%	-3.4%	-2.6
c1ccc2sc(NC3=NCN(CCN4CCOCC4)CN3)nc2c1	67.9%[activator]	-2.3%	-16.0%	4.7%	-0.2%	5.5%	-4.9%	7.9%	-8.5
Cc1ccc(CNS(=O)(=O)c2ccc(-n3cnnn3)c(C)c2)cc1	-18.3%	-10.5%	-8.8%	8.3%	0.1%	?	13.5%	-2.1%	-6.6
CC1=CC(C)(C)N2C(=O)C3(C(C#N)=C(N)Oc4cc(O)ccc43)c3c(C)c(C)cc1c32 (stereo not given)	19.1%	-17.5%	?	-20.6%	-6.1%	1.6%	-3.7%	-2.0%	4.2
Fc1ccc(N/N=C(/c2ccccc2)c2ccccn2)cc1	127.8%[activator]	-10.9%	?	-24.5%	-16.5%	2.4%	3.7%	-0.4%	-3.1
CC(=O)Nc1ccc(S(=O)(=O)Nc2ccccc2N2CCOCC2)cc1	?	-5.9%	.	-6.0%	.	.	46.4%[activator]	-2.8%	3.5
O=C(N/N=C/c1cccs1)c1ccc2ncccc2c1	23.6%	5.5%	-20.3%	-17.7%	-5.5%	-20.0%	-0.5%	1.9%	-3.0
COc1ccc(C(=O)NC(C)c2nnc(SCC(=O)Nc3nc(C)cs3)n2C)cc1 (stereo not given)	1.8%[58.9 µM]	3.7%	-16.8%	-14.4%	-4.1%	27.3%	1.6%	-4.2%	-8.2
COc1ccc(C(=O)c2cc3c(cc2[N+](=O)[O-])OCCO3)cc1	-28.6%	-7.6%	-18.2%	-1.7%	-8.6%	28.4%	-7.1%	1.9%	-4.3
Cc1cc(C)c(NC(=O)CSc2nc(C)cc(C)c2C#N)c(C)c1	7.1%	10.5%	-15.6%	-3.1%	-1.7%	7.4%	.	-6.1%	4.3
O=C(CC(CC(=O)c1ccccc1)c1ccccn1)c1ccccc1	14.5%	-13.5%	.	-3.6%	.	.	.	4.3%	-1.8
CCN(CC)/[N+]([O-])=N/OCOC(=O)c1ccccc1OC(C)=O	-13.2%	11.1%	.	.	.	.	.	-0.3%	-1.8
COc1cccc(NC(=O)C2CC(=O)N(Cc3ccco3)C2)c1 (stereo not given)	13.8%	11.0%	.	-2.5%	.	.	-5.9%	-2.2%	2.5
CCOc1ccc(Nc2nnc(Cc3ccc(OC)cc3)c(=O)[nH]2)cc1	85.8%[activator]	3.1%	4.2%	-17.6%	-7.8%	0.7%	-4.5%	-3.9%	-6.8
NNc1nc(-c2ccccc2)cc(-c2ccccc2)n1	-8.4%	0.5%	-17.9%	-12.6%	-7.1%	7.3%	-2.9%	-3.0%	-2.8
CCOc1cc(-c2ccc3c(c2)OCO3)cc(=O)c2c(C)oc(C)c12	.	.	?	.	-2.8%	?	-6.4%	.	.
Cn1c(=NC(=O)CSCC(=O)N2CCOCC2)sc2ccccc21	6.2%	-8.3%	-7.5%	2.4%	2.2%	7.1%	2.4%	-1.2%	-4.2
CNC(=S)Nc1cc(C(F)(F)F)ccc1Cl	16.5%	-10.6%	1.5%	-3.5%	-1.3%	27.0%	1.2%	-5.1%	2.6
COC(=O)c1c(C#N)c(N)nc2c1CCCC2	1.7%	-12.6%	447.5%[activator]	-8.8%	-3.2%	1.3%	-11.2%	-4.6%	-6.0
O=c1cc(O)c(-c2cccc(Cl)c2)c(Cl)[nH]1	?	0.0%	-9.8%	6.2%	-4.9%	8.8%	4.9%	-4.5%	-2.0
O=C(C1=C(O)C(=O)N(CCN2CCOCC2)C1c1ccc(Br)cc1)c1cc2ccccc2o1 (stereo not given)	-17.9%	-23.0%	?	-2.6%	-4.8%	26.7%	-14.6%	-6.4%	-1.9
C/C(=N\Nc1ccc(C#N)cc1[N+](=O)[O-])c1ccc(C)o1	28.4%	-7.1%	-0.2%	-14.6%	-8.5%	-0.3%	-1.5%	-3.6%	-3.4
CCN1CCN(S(=O)(=O)c2ccc(C(=O)Nc3ccccc3)cc2)CC1	134.4%[activator]	1.0%	-5.5%	-16.2%	-0.7%	7.7%	7.0%	-5.6%	-2.6
CC(C)CCOCC(=O)Oc1ccccc1C(=O)O	1.9%	-3.4%	-7.9%	-9.0%	-0.3%	22.6%	-4.2%	-1.5%	-0.7
Cc1ccc(CNC(=O)c2nnc(CS(=O)(=O)c3ccccc3)o2)cc1	5.8%	-8.4%	?	-6.5%	-1.3%	-24.2%	40.3%	1.1%	-1.5

Complete entries, quoted from the list. Order of values: Pol iota inh	POLK inh	Anesthetic bind	POLH inh	BLM inh	POLB inh	APE1 inh	Glioma ERSR ind	LDHA inh
Profile of COC(=O)c1c(C#N)c(N)nc2c1CCCC2 = 1.7%	-12.6%	447.5%[activator]	-8.8%	-3.2%	1.3%	-11.2%	-4.6%	-6.0
Profile of CCOc1cc(-c2ccc3c(c2)OCO3)cc(=O)c2c(C)oc(C)c12 = .	.	?	.	-2.8%	?	-6.4%	.	.
Profile of c1ccc2sc(NC3=NCN(CCN4CCOCC4)CN3)nc2c1 = 67.9%[activator]	-2.3%	-16.0%	4.7%	-0.2%	5.5%	-4.9%	7.9%	-8.5

Other results.
SMILES	Pol iota inh	POLK inh	Anesthetic bind	POLH inh	BLM inh	POLB inh	APE1 inh	Glioma ERSR ind	LDHA inh
Cn1ccnc1C(O)(c1ccccc1)c1nccn1C	39.3%[activator]	1.2%	6.2%	-18.1%	-4.4%	28.5%	13.5%	-2.6%	-5.3
COc1ccc(CCNC(=O)CCOc2ccc(C)cc2)cc1OC	3.6%	7.1%	-14.6%	-1.9%	0.8%	7.9%	53.5%	-2.5%	-1.2
O=C1NC(=O)[C@@H]2C3c4ccccc4C=CN3[C@H](C(=O)c3cccs3)[C@H]12 (stereo not given in full)	.	.	-14.8%	.	?	17.8%	-7.1%	.	.
Cc1c(OCC(=O)N(C)C)ccc2c3c(c(=O)oc12)CCCCC3	25.5%	-16.9%	-4.4%	-26.7%	-0.5%	0.8%	2.4%	-0.3%	-3.4
CCOc1ccccc1-c1nc(SCC(=O)O)n[nH]1	9.4%	-6.5%	-5.7%	-15.6%	-1.4%	31.9%	-4.5%	-5.6%	-7.8
CCC(CC)c1nnc(NC(=O)c2ccc(N3CCCCC3)c([N+](=O)[O-])c2)s1	49.2%[activator]	-7.5%	-17.9%	-10.8%	-4.8%	-16.9%	1.2%	-0.2%	2.5
COc1cccc(NC(=O)CC2C(=O)NCCN2C(=S)Nc2ccc(F)cc2)c1 (stereo not given)	28.5%	-21.0%	-17.1%	1.0%	-1.8%	-9.0%	2.5%	1.9%	-11.4
CC(C)CCNC(=O)CSc1nc2ccccc2c(=O)[nH]1	1.7%	-8.9%	-7.1%	-8.8%	-2.6%	5.6%	-7.8%	-3.9%	-15.9
Cc1nc2c(C(=O)NCCCN(CC(C)C)CC(C)C)cnn2c(C)c1Cc1c(F)cccc1Cl	-4.9%	1.4%[60.1 µM]	-0.5%	-10.0%	-0.2%	-0.2%	.	-3.4%	-0.2
COc1ccc(NC(=O)CCCNC(=O)c2ccc(Cl)cc2)c(OC)c1	16.0%	-1.5%	-12.8%	6.7%	-5.6%	-2.4%	-18.4%	-3.1%	-7.9
O=c1c(-c2ccc(Cl)cc2)nc2cnc(N3CCNCC3)nc2n1Cc1ccc(F)cc1	.	-3.5%[60.1 µM]	.	.	-3.8%	.	16.1%	-11.0%	.
O=Cc1sc([O-])nc1-[n+]1ccc2ccccc2c1	262.9%[activator]	-5.8%	-7.1%	-24.7%	-5.6%	0.4%	0.6%	-3.7%	0.3
CC(C)Cn1c(CCCNC(=O)c2ccc(F)cc2)nc2ccccc21	55.4%[activator]	8.2%	39.8%[activator]	-11.6%	3.2%	-30.0%	-3.7%	-3.9%	0.8
CC(=O)c1cccc(NC(=O)C2CC(=O)N(c3cccc(C)c3C)C2)c1 (stereo not given)	6.9%	-6.7%	-22.6%	-4.5%	-2.5%	-7.4%	-2.6%	1.5%	-5.4
O=c1c2cccnc2n(Cc2ccccc2F)c(=O)n1Cc1ccccc1Cl	-0.8%	-5.9%	-1.1%	-9.6%	-3.4%	0.8%	.	-2.9%	-6.6
COc1ccc(/C(N)=N/OC(=O)CSc2ccc(C)cc2)cc1	10.7%	-9.2%	-14.6%	-12.8%	-5.0%	-1.9%	-0.1%	2.2%	-11.5
COc1ccc(CCC(=O)NCc2nc3cccnc3n2Cc2ccc(F)cc2)cc1	-10.9%	-7.0%[60.1 µM]	58.9%[activator]	-6.7%	1.9%	8.4%	.	-3.1%	-6.3
O=S1(=O)CCN(Cc2ccc(Cl)c(C(F)(F)F)c2)CC1	64.2%[activator]	-5.4%	-8.3%	-10.3%	-5.7%	1.7%	-13.5%	-2.8%	-6.9
COc1ccccc1NC(=O)c1cnc2c(-c3ccccc3)c(C)nn2c1C	-8.2%	-9.0%	-15.7%	-11.8%	-8.5%	-24.8%	6.0%	-2.0%	-9.7
Cc1cc(C)cc(-n2c(O)c(C=NC3CCS(=O)(=O)C3)c3ccccc3c2=O)c1 (stereo not given)	-1.9%	-15.3%	-21.5%	-2.6%	-1.8%	24.1%	-1.6%	1.9%	-3.8
